Source: PubChem (National Center for Advancing Translational Sciences (NCATS))
IL-2 act: activators of IL-2 | IL-2 activation reporter assay, cell-based qHTS; stimulated with anti-CD3/CD4/CD28 beads; in transgenic mouse T cells | activation, % (series mostly up to about 46 µM) | actives 0.065% (n = 360,000) | AID 652025; in the data active = activation above about 50%; inconclusive = mostly about 30% to 49%; also: 0% is about no effect
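Readout is EGFP and DsRed signal by fluorescent plate cytometry after 18 h at 37 degrees C. Transgenic mouse T cells (750/well) received compound for 60 min before bead stimulation (anti-CD3, anti-CD4, anti-CD28); memory T cells served as non-tolerant control.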
GLP1R ag: GLP-1 receptor (human) agonism; P43220; HEK293 GLP-1R CRE-luciferase, luminescence, 4-6 h; cells express a hypersensitive GLP-1R form; Potency, µM (titrated, usually from 45.6 µM), for inactives: at the highest dose activation, usual class: activators; actives 0.007% (n = 380,000); AID 624172; also: potency is read from the fitted curve at half-maximal effect; % of control where 0% means no effect
WRN helicase inh: blocks human WRN helicase; WRN helicase unwinding, fluorescent forked duplex, kinetic; Potency, µM (doses to about 114 µM), for inactives: at the highest dose activity change, negative = inhibition, actives largely listed as inhibitors; actives 0.46% (n = 360,000); AID 651768; also: potency is read from the fitted curve at half-maximal effect; % is scaled to controls: 0 for no effect and ±100 for the full control effect; nearly all actives have a fitted effect of over 55% in size
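Kinetic fluorescence helicase assay: unwinding of a quenched forked DNA duplex (100 nM final) with 2 mM ATP final raises red fluorescence (525/598 nm). Compounds sat 15 min at room temperature with 20 nM WRN beforehand.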
GLP1R cytotox: cytotoxic in the GLP-1 receptor inverse agonist counter-screen; HEK293 cAMP-luciferase reporter cells, luminescence, 24 h; Potency, µM (doses to about 38.3 µM), for the others: top-dose activity change, negative = inhibition, hits mostly inhibitors; actives 0.13% (n = 410,000); AID 624418;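 also: loss of luciferase light is scored as toxicity; potency is read from the fitted curve at half-maximal effect; % is scaled to controls: 0 for no effect and ±100 for the full control effect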
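Here, cytotoxicity is scored as loss of luminescence. The MLSMR collection was tested on cells seeded in medium containing 10% Nu serum, with a 24 hr compound exposure preceded by 12 hours of culture.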
GLP-1R inv ag: inverse agonists of human GLP-1 receptor; actives 1.6% (n = 410,000); Potency, µM (series often up to 38.3 µM), for the others: at the highest dose activity change, negative = inhibition, hits mostly inhibitors; HEK293 GLP-1R CRE-luciferase, luminescence, 24 h; GLP-1R form is constitutively active; AID 624417; P43220; also: potency is read from the fitted curve at half-maximal effect; % is scaled to controls: 0 for no effect and ±100 for the full control effect; nearly all actives have a fitted effect of over 55% in size
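Luminescence readout: a drop in cAMP-driven luciferase signal flags inverse agonism at a constitutively active GLP-1R stably expressed in HEK293. Compound exposure lasted 24 hr at 37 deg C, 5% CO2.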
DRD3 agonist: activates the human D3 dopamine receptor. P35462. D3R DiscoveRx beta-arrestin cells, luminescence, 90 min. max activation, %. actives 0.58% (n = 410,000). AID 652048; in the data active = max activation above about 30%; also: 0% is about no effect; mostly tested at two doses, the higher about 12 µM
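Cells at 1500/well, incubated overnight, then treated with pinned compounds (dopamine as control) for 90 min at 37 degrees C. DiscoveRx reagent added for 30 - 60 minutes at room temperature; luminescence read.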
D3 antag: antagonists of human D3 dopamine receptor. D3R cells, DiscoveRx beta-arrestin luminescence, antagonist mode; hits give low values. max response, negative = inhibition, %. actives 2.5% (n = 360,000). AID 652054; in the data active = max response below about -50%; inconclusive = no clear call, values can overlap the other calls; also: % is scaled to controls: 0 for no effect and ±100 for the full control effect; mostly tested at two doses, the higher about 12 µM
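Cells plated overnight at 1500 cells/well, then exposed to library compounds with dopamine controls for 90 minutes at 37 degrees C. DiscoveRx reagent added for 30–60 minutes at room temperature; luminescence read, quantitative HTS format.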
PI5P4Ka inh: PI5P4K alpha (human) kinase inhibition; AID 652105; actives 1.2% (n = 330,000); max response, %; P48426; PI5P4Kalpha enzyme, ADP-Glo luminescence, 60 min; hits give low values; active = max response of -50% or lower; inconclusive = between -30% and -50%; inactive = -30% or higher; also: value at the top dose of about 77 µM; % is scaled to controls: 0 for no effect and ±100 for the full control effect
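Luminescence from ADP-Glo served as readout of PI5P4Kalpha activity in a qHTS format. Reaction: enzyme, substrate, compound, ATP at 5 microM final, 60 min at RT.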
PLK1 PBD block: inhibitors of human PLK1 polo-box domain binding | Potency, µM, for inactives: max response, negative = inhibition, actives largely listed as inhibitors | AID 720504 | P53350 | actives 2.8% (n = 360,000) | Plk1 PBD binding of FITC phosphopeptide, fluorescence polarization; also: potency is read from the fitted curve at half-maximal effect; series mostly up to about 57 µM; % is scaled to controls: 0 for no effect and ±100 for the full control effect; nearly all actives have a fitted effect of over 65% in size
* hit, by the source's call; ? = inconclusive; / = not tested or not shown; [ ] = another dose, or the depositor's remark. Unless noted, calls follow the shape of the dose curve; as a rule, active = well fitted curve in the direction sought with a large enough effect; inconclusive = small, poorly fitted or top-dose-only effect, or another doubt; inactive = no such curve, though single readings can be large; an effect the other way counts as inactive or inconclusive.

SMILES	IL-2 act	GLP1R ag	WRN helicase inh	GLP1R cytotox	GLP-1R inv ag	DRD3 agonist	D3 antag	PI5P4Ka inh	PLK1 PBD block
CC(=O)Nc1ccc(S(=O)(=O)NCC2CCC(C(=O)NCCC(C)C)CC2)cc1 (centres undefined)	0.9	-13.7%	3.1%	-10.9%	6.7%	-5.3	16.6	-1.3	1.9%
Cc1cnc(SCc2ccc(Cl)cc2Cl)[nH]c1=O	6.2	-9.0%	7.2%	5.7%	3.0%	1.3	9.5	-3.3	-3.2%
CCOC(=O)N1CCN(CCC(=O)Nc2cc(C)ccc2OC)CC1	-1.6	6.3%	1.4%	5.8%	-4.6%	-2.7	0.9	1.6	1.3%
COc1cc(C=O)ccc1OCCOCCOc1ccc(Cl)cc1Cl	-5.4	13.5%	-18.5%	0.1%	0.0%	3.3	18.9	-1.4	-1.9%
COc1ccc(NC(=O)Cn2c(=O)n(Cc3ccco3)c(=O)c3sc4ccccc4c32)cc1Cl	/	0.9%	/	-13.2%	-7.2%	-11.4	/	/	/
COC(=O)CSc1nc(C)c2ccc(OC)cc2n1	3.1	13.0%	-7.9%	2.9%	23.5%	0.8	8.7	/	-14.1%
CCC(C(=O)NCc1ccco1)n1nc(C)n2c(cc3occc32)c1=O (centres undefined)	-2.7	4.7%	-6.0%	5.3%	2.4%	-3.9	-13.0	1.0	-14.8%
c1ccc2c(c1)CCNC2c1ccncc1 (centres undefined)	-0.4	-6.3%	-20.2%	2.2%	13.2%	-30.8	?	5.6	-9.7%
C=CCn1nc(C(=O)N2CCOCC2)cc1-c1sc(NC(=O)c2ccccc2)nc1C	-4.7	-1.6%	-0.3%	3.0%	9.7%	5.5	21.4	-23.9	4.1%
CCOC(=O)c1ccc(NC2c3ncccc3C(=O)N2Cc2ccc(F)cc2)cc1 (centres undefined)	-3.6	16.7%	-4.5%	-13.3%	18.5%	7.4	-25.4	/	-6.7%
O=C(O)/C=C/C(=O)Nc1ccc(SC(F)(F)F)cc1	3.0	-14.0%	1.7%	-2.4%	-7.3%	1.8	1.4	-12.8	-7.2%
COc1ccccc1-c1sc2ccccc2c1-c1ccc(OCCN2CCOCC2)cc1	-0.2	9.9%	-9.6%	-4.0%	?	-3.9	-13.2	50.1	1.8%

Part of the list above in order of formula weight, falling.
SMILES	IL-2 act	GLP1R ag	WRN helicase inh	GLP1R cytotox	GLP-1R inv ag	DRD3 agonist	D3 antag	PI5P4Ka inh	PLK1 PBD block
COc1ccc(NC(=O)Cn2c(=O)n(Cc3ccco3)c(=O)c3sc4ccccc4c32)cc1Cl	/	0.9%	/	-13.2%	-7.2%	-11.4	/	/	/
COc1cc(C=O)ccc1OCCOCCOc1ccc(Cl)cc1Cl	-5.4	13.5%	-18.5%	0.1%	0.0%	3.3	18.9	-1.4	-1.9%
c1ccc2c(c1)CCNC2c1ccncc1 (centres undefined)	-0.4	-6.3%	-20.2%	2.2%	13.2%	-30.8	?	5.6	-9.7%

Carrying on:
SMILES	IL-2 act	GLP1R ag	WRN helicase inh	GLP1R cytotox	GLP-1R inv ag	DRD3 agonist	D3 antag	PI5P4Ka inh	PLK1 PBD block
O=C(c1cc2cc(Br)ccc2o1)N1CCOCC1	-4.9	-5.4%	0.3%	15.6%	-14.7%	5.6	146.1	-7.0	3.3%
Cc1c2c(nc3c(C)cccc13)OC(C)C2 (centres undefined)	-0.3	6.9%	-1.1%	10.6%	15.7%	3.7	4.7	-0.7	-0.8%
FC(F)(F)C(Oc1nc(NC2CCCCC2)nc(N2CCOCC2)n1)C(F)(F)F	-2.2	4.0%	-16.7%	15.0%	?	-1.3	-18.8	/	-3.4%
CCOC(=O)c1c(NC(C)=O)sc2c(OCC(O)CNC(C)(C)C)c(Br)ccc12 (centres undefined)	-0.3	19.5%	47.4%[activator]	?	?	0.8	-5.1	2.2	-2.9%
COC(=O)c1cc(C#N)c(NCc2ccc(Cl)cc2Cl)nc1C	0.4	3.5%	-2.9%	14.1%	2.3%	-2.8	-19.5	-9.2	-5.6%
O=C(NCC1CCCCC1)C1CCC(=O)N(CCc2cccc(F)c2)C1 (centres undefined)	-2.9	8.6%	0.5%	-4.7%	?	6.4	22.0	2.5	-1.6%
CCc1ccccc1Nc1nc(N)nc(COC(=O)C2CCN(C(=O)c3ccc(F)cc3)CC2)n1	-3.8	22.2%	-2.9%	5.3%	35.3%	7.7	9.7	-2.3	-5.1%
CC(C)(C)OC(=O)N[C@H]1C=C[C@H](OC(=O)CC(=O)OCC(F)(F)F)C1	0.0	-3.2%	-4.1%	2.4%	-1.3%	3.6	3.5	5.7	-7.7%
NC(=O)Cc1ccc(C(=O)c2ccccc2)s1	-0.6	7.7%	6.2%	1.8%	14.3%	-21.4	?	-1.2	-15.0%
O=[N+]([O-])c1cc(N=Nc2ccc3ccccc3c2)ccc1O	0.8	-0.1%	-2.8%	?	15.2%	5.7	0.9	-8.2	?
O=C(CSc1ccncc1)Nc1ccc2ccccc2c1	-1.9	2.2%	-4.7%	20.7%	-20.0%	0.1	6.0	1.7	-6.0%
O=C(Cn1cnc2cc([N+](=O)[O-])ccc2c1=O)NCCc1ccc(F)cc1	-3.2	2.8%	-22.3%	-2.7%	-2.1%	0.9	0.3	-13.3	-3.6%
CCCN1CCN(C(=O)c2ccc(-c3ccc([N+](=O)[O-])cc3)o2)CC1	0.2	4.1%	4.4%	-1.8%	-7.2%	-6.2	-11.7	-12.5	?
Cc1ccc(Cc2nnc(SCC(=O)Nc3ccccc3)n(N)c2=O)cc1	-1.8	-0.7%	3.3%	-5.1%	-22.6%	0.5	-10.1	-4.9	4.9%
CC[C@]1(c2ccccc2C)ON(c2ccccc2C(F)(F)F)C1=O	0.6	-0.3%	-4.0%	6.6%	?	-1.5	3.5	22.3	-1.3%
OCCc1ccc(O)c(-n2nc3ccccc3n2)c1	0.9	14.6%	-1.0%	-3.0%	31.9%[activator]	-1.5	6.6	-1.9	1.6%
CCCNC(=O)N1CCN(Cc2ccco2)CC1	-2.4	14.1%	3.0%	-2.7%	1.4%	-7.7	-5.3	-2.2	-12.2%
CCC(C)NC(=O)c1cccc(C)c1 (centres undefined)	3.2	7.9%	-1.1%	2.3%	14.1%	3.3	3.6	8.6	-2.8%
CC(c1ccon1)N(C)C(=O)CCc1nnc(C2(c3ccc(Cl)cc3)CCC2)o1 (centres undefined)	0.3	-5.7%	-2.3%	0.4%	-19.8%	10.1	-1.2	-2.8	-6.4%
COc1cc(C)ccc1OCCCOc1cc(C)ccc1Cl	-4.8	0.6%	-16.3%	18.9%	0.0%	1.2	0.0	13.0	-2.8%
Cc1cc(C(=O)Nn2c(-c3ccc(Br)cc3)nc3ccccc3c2=O)ccc1[N+](=O)[O-]	-3.7	4.7%	-7.8%	-20.8%	?	-8.8	-21.7	-4.3	-2.7%
Cc1cc(C)n2nc(C(=O)Nc3cccc(S(=O)(=O)N(C)c4ccccc4)c3)nc2n1	0.2	6.1%	-1.6%	0.8%	7.6%	-8.7	23.4	0.9	0.4%
COc1cccc(Oc2ccc3nnc(C(F)(F)F)n3n2)c1	0.3	9.6%	1.0%	-6.3%	27.3%	-8.2	22.1	0.0	2.4%
Nc1nc(CSc2nc3ccccc3[nH]2)cs1	-2.3	-6.3%	1.0%	1.2%	0.7%	-0.4	2.0	7.7	-28.9%
CCOC(=O)c1c(C)[nH]c(C(=O)OCC(=O)N2CCN(S(=O)(=O)c3ccccc3)CC2)c1C	-1.1	4.8%	-8.5%	3.2%	1.7%	1.8	10.1	-1.0	-0.8%
CCOC(=O)Cc1nn2c(=O)cc(C)nc2s1	-2.7	0.0%	-20.9%	24.1%	4.7%	2.1	-19.5	8.1	-9.5%
O=C(O)C(Cc1ccc(O)cc1)N1C(=O)c2ccccc2C1=O (centres undefined)	-0.8	-1.4%	4.5%	2.2%	-5.1%	0.1	0.7	-7.2	2.2%
Cc1cc(NC(=O)C2(c3ccccc3)CCCC2)no1	0.5	2.6%	13.3%	4.4%	?	9.8	?	-3.4	-0.1%
CC(C)CC1NC2(C(=O)N(C)c3ccccc32)C2C(=O)N(C(C)C)C(=O)C12 (centres undefined)	-0.7	-3.0%	2.5%	-6.2%	4.5%	0.3	-0.8	-0.4	1.6%
COc1ccc2nc(/N=C(\N)NC(=O)C(C)(C)C)nc(C)c2c1	-0.2	0.0%	19.3%	15.7%	16.8%	1.6	-17.9	0.7	-8.4%
COc1ccccc1NC(=O)COc1cccc2c1CCNC2=O	0.7	?	-10.4%	-5.4%	122.8%[activator]	0.8	15.4	-1.5	0.7%
CSc1ccccc1NC(=O)CN(C)C(C)C(=O)NCc1ccc2c(c1)OCO2 (centres undefined)	1.2	-6.8%	13.8%	3.7%	0.6%	-6.9	-6.8	-2.0	-9.3%
CCOC(=O)COc1ccc(C(=O)c2ccccc2)c(O)c1	-0.5	-3.2%	-1.8%	3.0%	3.4%	-1.7	8.6	14.6	-3.0%
OC1CNc2c(ccc3ccccc23)C1 (centres undefined)	0.0	9.1%	4.2%	-12.4%	1.1%	6.7	2.1	10.8	-3.0%
O=[N+]([O-])c1ccc(CN2CCC(Cc3ccccc3)CC2)cc1	-0.5	1.7%	3.9%	1.6%	?	-18.2	?	1.5	-4.2%
CC(C)(C)Nc1nc(Cl)nc(NC2CCCCC2)n1	0.0	10.4%	-28.3%	1.1%	-19.3%	-3.6	?	2.9	-6.5%
CSc1nnc(Cc2sc(-c3ccccc3)nc2-c2ccccc2)o1	-0.5	26.0%	-18.7%	14.2%	?	3.8	-4.9	13.0	-0.7%
O=C(c1ccncc1)N(Cc1cc2ccccc2[nH]c1=O)C1CCCCC1	0.8	-1.0%	3.3%	-0.3%	0.0%	0.1	17.2	/	-10.1%
Cc1ccc(-c2nc(-c3ccccn3)no2)cc1Cl	-1.2	-5.9%	-1.8%	-4.4%	1.58µM*	3.1	-10.5	-12.8	4.3%
NS(=O)(=O)c1ccc(NC(=S)NNC(=O)c2cccs2)cc1	0.9	5.8%	-3.7%[57.1 µM]	4.2%	43.4%[activator]	-6.3	-2.4	0.8	29.9µM*
